IP6K1 inh: blocks human inositol hexakisphosphate kinase 1; IP6K1 kinase, ADP-Glo luminescence, 2 h; active compounds read low; activity change, % (series mostly up to about 58 µM); 140,000 tested, 0.81% active; AID 1645851; in the data active = activity change below about -25%
Target sequence (Q92551 whole entry, looked up): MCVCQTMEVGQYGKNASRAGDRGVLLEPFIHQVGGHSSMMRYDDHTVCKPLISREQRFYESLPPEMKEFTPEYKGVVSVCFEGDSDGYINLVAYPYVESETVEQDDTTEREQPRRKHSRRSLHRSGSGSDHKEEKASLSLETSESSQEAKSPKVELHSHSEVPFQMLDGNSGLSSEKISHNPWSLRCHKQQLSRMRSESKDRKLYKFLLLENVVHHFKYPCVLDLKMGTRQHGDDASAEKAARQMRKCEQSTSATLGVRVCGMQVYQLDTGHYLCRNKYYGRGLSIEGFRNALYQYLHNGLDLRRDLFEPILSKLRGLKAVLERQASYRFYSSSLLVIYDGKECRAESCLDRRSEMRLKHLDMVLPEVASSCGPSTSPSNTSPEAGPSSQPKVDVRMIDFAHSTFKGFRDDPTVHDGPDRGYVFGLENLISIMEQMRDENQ
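ADP-Glo luminescence measures ADP made by human IP6K1 during a 2 h RT reaction with ATP/IP6 (mix at 1.3 mM/130 uM); top library doses 57.5 and 19.1 uM final.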
NIH3T3 tox: kills NIH 3T3 cells. NIH 3T3 viability, CellTiter-Glo ATP luminescence, 48-72 h. Potency, µM (series often up to 96.7 µM), without a hit: top-dose activity change, negative = cytotoxicity, hits mostly inhibitors. 94,000 tested, 4.3% active; note: potency is the fitted concentration of half-maximal effect; nearly all actives have a fitted effect of over 55% in size
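Luminescent ATP readout (CellTiter-Glo, 10 min RT) after 48 or 72 hr compound exposure of NIH 3T3 cells seeded at 400 cells/well in 1536-well format; quantitative HTS.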
SNCA expr inhib: SNCA gene expression inhibition; AID 1671194; HEK-293 SNCA-luciferase knock-in, luminescence, 24 h; 140,000 tested, 0.17% active; Potency, µM (titrated, usually from 57.2 µM), for inactives: at the top dose activity change, negative = inhibition, actives largely listed as inhibitors;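 note: potency is the fitted concentration of half-maximal effect; plate controls were DMSO cells for no effect and cell-free wells for full effect; nearly all actives have a fitted effect of over 45% in size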
HEK293 viab: reduces viability of HEK-293 SNCA reporter cells; 150,000 tested, 0.12% active; AID 1671193; Potency, µM (top dose mostly 57.1 µM), for inactives: top-dose activity change, negative = cytotoxicity, actives largely listed as cytotoxic; HEK-293-SNCA-luc viability, GF-AFC fluorescence, 24 h;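 note: potency is the fitted concentration of half-maximal effect; 0% = DMSO-treated cells and -100% = medium-only wells without cells; nearly all actives have a fitted effect of over 30% in size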
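Cytotoxicity counterscreen: after 24 h compound treatment of genome-edited SNCA-luciferase HEK-293 cells, live-cell protease substrate GF-AFC read by fluorescence after 30 min; activity scaled between DMSO (0%) and medium-only (-100%), curves Hill-fitted.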
GPT2 inhibitor: GPT2 alanine aminotransferase inhibition; 100,000 tested, 0.25% active; Q8TD30; Potency, µM (doses to about 57.7 µM), without a hit: top-dose activity change, negative = inhibition, hits mostly inhibitors; Recombinant GPT2, coupled pyruvate oxidase/HRP Amplex Red fluorescence; note: potency is the fitted concentration of half-maximal effect; nearly all actives have a fitted effect of over 60% in size; many of its hits are not listed in these tables
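Recombinant GPT2 (10ng/uL) with 250uM a-KG and 2mM L-alanine, 30 min at room temperature, in HEPES pH 7.5 buffer. Pyruvate detected by pyruvate oxidase/HRP/Amplex Red fluorescence after 30 min in the dark; AOA (50uM) as positive control.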
HEK293 tox: cytotoxic compounds in HEK 293 cells | HEK 293 viability, ATP luminescence (CellTiter-Glo), 48-72 h | 94,000 tested, 6.6% active | AID 1345083 | Potency, µM (highest dose often 115 µM), for the others: at the top dose activity change, negative = cytotoxicity, most hits filed as inhibitors; note: potency is the fitted concentration of half-maximal effect; nearly all actives have a fitted effect of over 60% in size
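HEK 293 cells at 250 cells/well were exposed to compounds by pintool transfer for 48 or 72 hr at 37 degree Celsius, 5% CO2. Viability was read as ATP-coupled luminescence with CellTiter-Glo after 10 min at room temperature.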
Luciferase inh: blocks purified firefly luciferase enzyme activity | 76,000 tested, 2.5% active | Potency, µM (titrated, usually from 115 µM), without a hit: top-dose activity change, negative = inhibition, hits mostly inhibitors | purified P. pyralis luciferase, luminescence, biochemical; note: potency is the fitted concentration of half-maximal effect; nearly all actives have a fitted effect of over 65% in size
Target sequence (P08659 whole entry, looked up): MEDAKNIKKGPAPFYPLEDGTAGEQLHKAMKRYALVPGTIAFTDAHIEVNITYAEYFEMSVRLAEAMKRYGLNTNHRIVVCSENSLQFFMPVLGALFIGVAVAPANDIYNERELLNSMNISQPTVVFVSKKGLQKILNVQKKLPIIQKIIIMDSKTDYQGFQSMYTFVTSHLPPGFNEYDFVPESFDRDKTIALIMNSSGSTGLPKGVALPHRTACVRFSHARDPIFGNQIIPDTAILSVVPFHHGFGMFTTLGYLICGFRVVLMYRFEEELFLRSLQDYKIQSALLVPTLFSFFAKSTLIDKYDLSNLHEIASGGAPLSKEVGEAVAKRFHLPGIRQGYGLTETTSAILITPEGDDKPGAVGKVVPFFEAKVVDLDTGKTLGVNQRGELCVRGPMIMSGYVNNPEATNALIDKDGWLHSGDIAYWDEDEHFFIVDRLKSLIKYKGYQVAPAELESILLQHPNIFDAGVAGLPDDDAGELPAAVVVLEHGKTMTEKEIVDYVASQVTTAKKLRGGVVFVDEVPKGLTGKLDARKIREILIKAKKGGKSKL
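Inhibitors were tested against purified firefly luciferase in a biochemical, low-substrate format (both substrates at 10uM) and luminescence measured with a CCD imager.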
* = called active by the depositor; i = inactive; u = inconclusive; x = not tested or not shown; [ ] = remark or other dose. Unless noted, calls come from the whole dose curve; as a rule, active = well fitted curve in the direction sought with a large enough effect; inconclusive = small, poorly fitted or top-dose-only effect, or another doubt; inactive = no such curve, though single readings can be large; an effect the other way counts as inactive or inconclusive. Unless noted, % is set by controls: 0 for no effect and ±100 for the full control effect.

entry | structure | IP6K1 inh | NIH3T3 tox | SNCA expr inhib | HEK293 viab | GPT2 inhibitor | HEK293 tox | Luciferase inh
1 | C=CCNC(=O)[C@@H]1Cc2c[nH]c3cccc(c23)[C@H](CC(C)C)N1 | -3.5 | u | -0.9%[87.6 µM] | 0.5%[87.6 µM] | u | u | 8.2%[172 µM]
2 | COc1ccc(CCN2CCC(CNC(=O)c3cnn(-c4ccccc4)c3C3CCN(C(=O)OC(C)(C)C)CC3)CC2)cc1 | -0.8 | x | 33.0% | 4.0% | x | x | x
3 | CCOc1ccccc1-c1noc(-c2nnn3c2COC(c2ccc(OC)cc2)C3)n1 (configuration not stated) | -1.5 | -7.2% | 5.0% | 9.3% | i | -5.9% | 1.0%
4 | Cc1cc(S(=O)(=O)Nc2ccc3oc4c(c3c2)CCCC4)ccc1Cl | -13.9 | x | u | -4.1% | x | x | x
5 | CN(C)Cc1cc(CC2(NCc3ccc(F)cc3)COC2)no1 | -1.8 | -1.3%[174 µM] | -2.3%[87.6 µM] | 1.1%[87.6 µM] | i | -17.9%[172 µM] | 6.3%[172 µM]
6 | Cc1ccc(NC(=O)c2ccc3oc(-c4cccnc4)nc3c2)cc1 | -6.4 | -37.5%[138 µM] | 16.2%[87.6 µM] | -1.4%[87.6 µM] | i | -15.7%[172 µM] | x
7 | CC(C)c1ccc(C(=O)N2CCC(Oc3ccc(C(=O)N(C)C)cn3)CC2)cc1 | 22.3 | -20.6% | 13.9% | 4.2% | i | u | -17.3%
8 | Cc1cc(C)c(Cn2c(=O)n(CCCCC(=O)NCc3ccccc3Cl)c(=O)c3ccccc32)c(C)c1 | -4.6 | x | 0.0% | -0.7% | x | x | x
9 | Cc1ccc2oc(=O)c3cc(C(=O)Nc4cccc(C#N)c4)sc3c2c1 | 26.0 | x | 32.8%[activator] | u | x | x | x
10 | CN1C[C@@H](NC(=O)C2CCCCC2)C[C@H]1c1nc(-c2ccc3c(c2)OCO3)no1 | 14.0 | u | -5.7%[87.6 µM] | 1.6%[87.6 µM] | 3.0%[88.5 µM] | u | 4.7%[172 µM]
11 | CCN(C(=O)c1ccc2c(c1)N(Cc1cccc(Cl)c1)C(=O)c1ccccc1S2=O)c1ccccc1 (configuration not stated) | -10.5 | x | u | -22.1% | x | x | x
12 | COc1cccc(NC(=O)CN2C(=O)C3(SCC(=O)N3c3cc(C)cc(C)c3)c3ccccc32)c1 (configuration not stated) | 18.9 | x | 19.3% | -4.6% | x | x | x
13 | Cc1ccc(S(=O)(=O)N(CC(=O)NCCSc2ccc(Cl)cc2)c2ccccc2C)cc1 | 7.3 | x | u | -6.6% | x | x | x
14 | COc1ccc(Cn2c(=O)n(-c3ccc(F)c(Cl)c3)c(=O)c3c2c2cc(OC)ccc2n3C)cc1 | -2.0 | x | -17.7% | -11.8% | x | x | x
15 | COc1ccc(OC)c(CN2CC[C@@H]3OCC(=O)N(C(C)C)[C@H]3CC2)c1 | 1.4 | u | -0.5%[87.6 µM] | -6.4%[87.6 µM] | -11.6%[88.5 µM] | u | 0.9%[172 µM]

Screen by screen, as entered above:
Nos. 2–7 in GPT2 inhibitor read x, i, x, i, i, i
Nos. 2–7 in SNCA expr inhib read 33.0%, 5.0%, u, -2.3%[87.6 µM], 16.2%[87.6 µM], 13.9%

Further entries follow:
entry | structure | IP6K1 inh | NIH3T3 tox | SNCA expr inhib | HEK293 viab | GPT2 inhibitor | HEK293 tox | Luciferase inh
16 | COc1ccc(C(=O)N2C[C@@H](Oc3ccccc3)C[C@H]2C(=O)N2CCOCC2)c(OC)n1 | -15.8 | i | -0.3% | -11.0% | i | 2.7% | 10.0%
17 | Cc1nn(C)c2c1c(C(F)(F)F)cc(=O)n2CC(=O)N1CCCCC1C (configuration not stated) | -5.1 | x | 0.2% | -3.5% | x | x | x
18 | OCc1cccc(-c2ccc3ncc(Nc4cccc(F)c4)n3n2)c1 | -15.6 | 28.2µM* | 1.8%[87.6 µM] | -1.9%[87.6 µM] | u | 56.2µM* | -1.2%[172 µM]
19 | O=C(NCC1CCCN(Cc2ncccn2)C1)c1ccc(-c2ccccc2)cc1 (configuration not stated) | -9.4 | -9.5% | u | -0.7% | u | u | 2.6%
20 | CCc1nc2c(c(-c3ccc(O)cc3)n1)CN(Cc1ccc(OC)cc1)CC2 | -2.1 | -21.9% | -6.1% | -5.9% | 2.9% | u | 4.6%
21 | COc1ccc(NC(=O)N2CCn3nnc(CCC(=O)N4CCOCC4)c3C2)cc1 | 0.6 | 2.8% | 27.9% | -17.2% | i | i | 4.6%
22 | Cc1cc(NC(=O)c2cccn2-c2nnc(N3CCCCC3)s2)ccc1Br | 21.0 | x | -15.4% | -20.0% | x | x | x
23 | Cc1ccc(NC(=O)N2CCCC(Cn3cnc4cccnc43)C2)cc1F (configuration not stated) | -11.4 | -26.8% | -8.4% | 5.4% | 2.8% | -20.9% | -9.8%
24 | CN(C(=O)c1ccccc1)C1CCc2ccccc21 (configuration not stated) | 23.2 | -22.7%[138 µM] | 10.6%[87.6 µM] | 10.5%[87.6 µM] | i | u | -8.3%[172 µM]
25 | COC(=O)c1ccc2nc(CO[C@H]3CN(C(=O)c4ccccc4)C[C@H]3F)[nH]c2c1 | -2.6 | -20.4%[138 µM] | 33.9%[activator][87.6 µM] | 7.6%[87.6 µM] | -15.8%[88.5 µM] | -10.3%[172 µM] | -12.3%[172 µM]
26 | CO[C@H]1C(=O)N(C(C)C)[C@H]1C1CCN(C(=O)Nc2ccccc2F)CC1 | 16.1 | -4.0% | 13.6% | 0.2% | i | -7.0% | -2.4%
27 | CSCC(=O)N1CC[C@H](NC(=O)NC2CCCCC2)[C@H]1C(=O)N[C@H](Cc1c[nH]c2ccccc12)C(N)=O | 9.3 | i | 5.6% | 4.3% | -6.1% | i | 3.6%
28 | COc1ccc(NC(=O)CC2CCOCC2)cc1 | 19.9 | i | 69.5%[activator] | 1.5%[12.5 µM] | 1.1% | -0.5% | u
29 | COCCc1nncn1C1CCN(C(=O)c2ccc(F)c(Cl)c2)CC1 | 11.3 | u | 6.8% | 1.2% | 3.8% | 6.1% | 7.8%
30 | O=C(Nc1ccc(F)cc1)[C@@H]1C[C@@H](c2cccc(C(F)(F)F)c2)N(CC2CCOCC2)C1 | 1.1 | 25.1µM* | u | -13.1% | -0.1% | u | -2.3%

Record cards, as listed above:
Profile of Cc1nn(C)c2c1c(C(F)(F)F)cc(=O)n2CC(=O)N1CCCCC1C (configuration not stated) = IP6K1 inh: -5.1; NIH3T3 tox: x; SNCA expr inhib: 0.2%; HEK293 viab: -3.5%; GPT2 inhibitor: x; HEK293 tox: x; Luciferase inh: x
Profile of O=C(Nc1ccc(F)cc1)[C@@H]1C[C@@H](c2cccc(C(F)(F)F)c2)N(CC2CCOCC2)C1 = IP6K1 inh: 1.1; NIH3T3 tox: 25.1µM*; SNCA expr inhib: u; HEK293 viab: -13.1%; GPT2 inhibitor: -0.1%; HEK293 tox: u; Luciferase inh: -2.3%
Profile of O=C(NCC1CCCN(Cc2ncccn2)C1)c1ccc(-c2ccccc2)cc1 (configuration not stated) = IP6K1 inh: -9.4; NIH3T3 tox: -9.5%; SNCA expr inhib: u; HEK293 viab: -0.7%; GPT2 inhibitor: u; HEK293 tox: u; Luciferase inh: 2.6%

Next section
entry | structure | IP6K1 inh | NIH3T3 tox | SNCA expr inhib | HEK293 viab | GPT2 inhibitor | HEK293 tox | Luciferase inh
31 | O=C(NCC1CN([S+](=O)([O-])c2cccnc2)CC12CN(c1ccccc1)C2)Nc1ccccc1 (configuration not stated) | 2.5 | u | u | 8.5% | 0.7% | -16.9% | 0.0%
32 | Cc1ccccc1S(=O)(=O)N1CCCC(CCC(=O)NC2CC2)C1 (configuration not stated) | 2.0 | -5.1% | u | 5.4% | -9.2% | -12.8% | -1.0%
33 | COc1ccc(OCCn2nnc3sc4c(c3c2=O)CCC(C(C)(C)C)C4)cc1 (configuration not stated) | 34.4 | x | -9.8% | 16.0% | x | x | x
34 | COc1ccc(NC(=O)Cn2c(-c3ccc(F)cc3)cc(C(C)=O)c2C)c(OC)c1 | 35.7 | x | -16.6% | 8.6% | x | x | x
35 | CCc1cccc(NCc2ccccc2-c2nnc(-c3ccccc3Cl)o2)c1 | -0.2 | x | 74.9%[activator] | -18.2% | x | x | x
36 | CC(=O)NC1(C)CCCN(Cc2cc(-c3cccc(N(C)C)c3)cs2)C1 (configuration not stated) | 9.5 | u | 39.8%[activator][87.6 µM] | -12.7%[87.6 µM] | i | 63.1µM* | 70.8µM*
37 | O=C(NCc1ccc(Cl)cc1)C(=O)NCC(c1ccc2c(c1)OCO2)N1CCOCC1 (configuration not stated) | -7.9 | x | -8.3% | -13.0% | x | x | x
38 | O=C(Nc1ccccc1)N1CCCCC1c1nc(-c2cnccn2)n[nH]1 (configuration not stated) | 6.1 | 2.9% | 30.3%[activator] | 4.2% | -4.2% | 16.7% | 0.2%
39 | Cc1cc(C)cc(NC(=O)N2CCC(N3CCN(Cc4ccccc4)C(=O)C3=O)CC2)c1 | 21.0 | x | 2.9% | -15.0% | x | x | x
40 | CCc1cccc(-n2c(=O)c3cccnc3n2CC(=O)Nc2ccc(OC)c(Cl)c2)c1 | -12.2 | x | -4.9% | -10.6% | x | x | x
41 | COc1cccc(C(=O)N2CCC(N3C(=O)CCC3C(=O)NCc3ccccc3)CC2)c1 (configuration not stated) | 20.9 | -16.8% | -3.9% | 13.5% | 4.9% | -15.4% | -1.2%
42 | O=C(NCCC1=CCCCC1)c1cn(CCCc2ccccc2)nn1 | -6.9 | 3.5% | 9.9% | 0.1% | 4.0% | -2.5% | 3.0%
43 | Cc1cccc(N2CCN(C(=O)Cn3c(-c4cccs4)cc4ccccc43)CC2)c1C | -8.9 | x | 3.3% | -1.1% | x | x | x
44 | CC(=O)Nc1ccc(NC[C@@H]2C=C(C)[C@H](Cc3nnc(C)o3)C[C@H]2C(C)C)cn1 | 16.1 | -14.0%[174 µM] | 6.0%[87.6 µM] | -10.1%[87.6 µM] | i | 112µM* | -8.5%[172 µM]
45 | COc1ccc(OC)c(C2CC(=O)c3c([nH]c(C(=O)OC4CCC(C)CC4)c3C)C2)c1 (configuration not stated) | 20.2 | x | -18.5% | -8.5% | x | x | x
46 | CCC(=O)N1C[C@@H]2CCCN3CCC[C@@H]([C@H]23)[C@H]1CCCC(=O)Nc1ccccc1 | -8.6 | 1.4% | -20.2% | 3.5% | i | -4.7% | 6.2%
47 | CC(C)NC(=O)C1Cn2cccc2C(=O)N1Cc1ccccc1 (configuration not stated) | 5.6 | -9.7% | -9.2% | -0.5% | i | -14.3% | 5.5%
48 | NCC[C@H](O)C(=O)N[C@@H]1C[C@H](N)[C@@H](O[C@H]2O[C@H](CN)[C@@H](O)[C@H](O)[C@@H]2O)[C@H](O)[C@@H]1O[C@H]1O[C@H](CO)[C@@H](O)[C@H](N)[C@@H]1O | 2.3 | x | -24.6%[0.232 µM] | 29.8%[0.225 µM] | i[0.698 µM] | x | x

Some of the compounds tested (hit frequency here may not be typical).
